Assay outcomes as filed in PubChem.
CHT inh: human CHT choline transport inhibition; hit rate 0.86% among 310,000; B-score at 10 µM; Q9GZV3; AID 488975; CHT-expressing cells, membrane potential dye, choline response; stronger effect = lower value;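 active means B-score over 3 SD under the library average, and starting fluorescence ratio not unusually high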;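 further: choline stimulus applied at its EC90 after an EC20 pre-addition; B-score computed on integrated fluorescence ratio after choline addition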
Target sequence (Q9GZV3 whole entry, looked up): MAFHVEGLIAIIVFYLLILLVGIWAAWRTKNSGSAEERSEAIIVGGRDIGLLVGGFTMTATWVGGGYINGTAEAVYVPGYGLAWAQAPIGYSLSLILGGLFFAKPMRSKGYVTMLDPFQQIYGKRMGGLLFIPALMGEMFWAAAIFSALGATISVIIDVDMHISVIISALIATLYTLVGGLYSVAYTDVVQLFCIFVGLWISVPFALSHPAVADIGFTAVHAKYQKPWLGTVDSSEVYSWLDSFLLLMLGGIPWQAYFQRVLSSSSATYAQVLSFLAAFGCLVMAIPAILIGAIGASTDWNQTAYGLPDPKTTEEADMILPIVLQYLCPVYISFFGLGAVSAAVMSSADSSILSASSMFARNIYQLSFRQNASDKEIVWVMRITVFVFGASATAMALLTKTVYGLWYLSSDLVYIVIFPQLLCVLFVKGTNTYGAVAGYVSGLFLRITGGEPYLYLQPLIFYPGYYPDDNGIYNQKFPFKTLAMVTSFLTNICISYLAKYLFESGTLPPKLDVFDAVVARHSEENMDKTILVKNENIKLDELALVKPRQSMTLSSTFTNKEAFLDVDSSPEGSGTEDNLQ
CHT allo act: human CHT allosteric activation; Q9GZV3; CHT-expressing cells, membrane potential dye, choline EC20; stronger effect = higher value; LV-AA mutant CHT in HEK293 cells; B-score at 10 µM; hit rate 0.49% among 310,000;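 active means initial fluorescence not abnormally high and integrated response B-score, plate-corrected, over 3 SD above library mean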
Numbers without * were called inactive; i = inactive.

SMILES	CHT inh	CHT allo act
COc1ccccc1-c1ccc(=O)n(CC(=O)NC2CCc3ccccc32)n1 (centres undefined)	-8.4*	i
CCCSc1nnc(-c2cnn(-c3ccccc3)c2-n2cccc2)n1C	i	i
CCC(=O)N1CCc2cc(S(=O)(=O)NCCC(=O)Nc3cc(C)cc(C)c3)ccc21	i	i
COc1cccc(C(=O)NCc2cn3ccsc3n2)c1	i	i
Cn1c(=O)[nH]c(=O)c2c1nc(CN1CCN(c3cccc(Cl)c3)CC1)n2CCN1CCOCC1	i	i
O=C(CNCCO)Nc1ccc(F)c(Cl)c1	i	i
CC(C)NC(=O)NC(=O)CSc1ncc(C(F)(F)F)cc1Cl	i	i
c1cnc(N2CCN(Cc3ccc4c(c3)OCO4)CC2)nc1	i	i
Cn1c(=O)[nH]c(NC2CCCCC2)c([N+](=O)[O-])c1=O	i	i
CSCc1nnc(NC(=O)c2ccc(S(=O)(=O)N3CCCCC3C)cc2)o1 (centres undefined)	i	i
COCCCNC(=O)Cn1c(=O)n(Cc2ccccc2Cl)c(=O)c2cc(OC)c(OC)cc21	i	i
CC(=O)NC(Cc1ccc(C)cc1)C(=O)NC1CCN(c2ncccc2[N+](=O)[O-])CC1 (centres undefined)	i	i
CCOC(=O)c1c(C)sc(Sc2ccc(Cl)cc2[N+](=O)[O-])c1OC	i	i
Fc1ccc(-c2nnc(CSc3nnc(-c4ccc5c(c4)OCO5)o3)o2)cc1	i	i
Cc1ccc2c(c1)N(CC(=O)NCCC1=CCCCC1)C(=O)c1cccnc1O2	i	i
COc1cccc(C2=NOC(C(=O)Nc3cc(OC)c(OC)c(OC)c3)C2)c1 (centres undefined)	i	i
COCCNS(=O)(=O)c1cccn1-c1ncc(C(F)(F)F)cc1Cl	i	i
O=c1c2[nH]c3cccc(Cl)c3c2ncn1Cc1ccco1	i	i
COc1ccc2cc(C(=O)C3CCCN(C(=O)CCc4cnn(C)c4)C3)ccc2c1 (centres undefined)	i	i
CSc1cccc(NC(=O)c2c(Cl)cnn2C)c1	i	i
CC1CCN(CCC(=O)Nc2ccc3c(c2)CCC3)CC1	i	i
CN(CC(=O)Nc1ccc(Cl)cc1)C(=O)c1cccc(S(=O)(=O)N2CCN(Cc3ccccc3)CC2)c1	i	i
CCc1ccc(NC(=O)c2c(C(=O)Nc3ccccc3)sc3nc(C)cc(=O)n23)cc1	i	i
CN(C(=O)CSC(=O)c1ccccc1)c1ccccc1	i	i
Cn1cnnc1SCC(=O)Nc1cc(C(F)(F)F)ccc1N1CCOCC1	i	i

Reformatted with values under each structure: entries from further up.
Values run as follows: CHT inh, CHT allo act
CCC(=O)N1CCc2cc(S(=O)(=O)NCCC(=O)Nc3cc(C)cc(C)c3)ccc21
→ i, i
COc1cccc(C(=O)NCc2cn3ccsc3n2)c1
→ i, i
Cn1c(=O)[nH]c(=O)c2c1nc(CN1CCN(c3cccc(Cl)c3)CC1)n2CCN1CCOCC1
→ i, i
O=C(CNCCO)Nc1ccc(F)c(Cl)c1
→ i, i
CC(C)NC(=O)NC(=O)CSc1ncc(C(F)(F)F)cc1Cl
→ i, i
c1cnc(N2CCN(Cc3ccc4c(c3)OCO4)CC2)nc1
→ i, i
Cn1c(=O)[nH]c(NC2CCCCC2)c([N+](=O)[O-])c1=O
→ i, i

(cont.)
SMILES	CHT inh	CHT allo act
Cc1cc(C)n(CC(O)CN(c2ccccc2)S(=O)(=O)c2ccccc2)n1 (centres undefined)	i	i
COc1ccc(Cl)cc1C(=O)Nc1ccc(NC(=O)C(C)C)cc1	i	i
Cc1ccc(CNC(=O)c2ccc(CS(=O)Cc3cccc(Cl)c3)o2)cc1 (centres undefined)	i	i
CN1CCN(c2ccc(CNS(=O)(=O)c3ccccc3)cc2)CC1	i	i
COc1ccc(/C=C/C(=O)Nc2ccc(OC)nc2)cc1	i	i
CCOc1ccc(-n2c(-c3ccccc3)c[n+]3c2CCCCC3)cc1	i	13*
CC(C)CN1CN(Cc2ccco2)CNC1=S	i	i
CCOC(=O)CC1C(=O)NCCN1C(=O)c1sc2ccccc2c1Cl (centres undefined)	i	i
Cc1ccc(S(=O)(=O)Nc2ncccn2)cc1	i	i
CCCNC(=O)COc1coc(CN2CCN(c3ccccc3F)CC2)cc1=O	i	i
NC(=S)N/N=C/c1cn(CCC(=O)O)nc1-c1cccc(Br)c1	i	i
CC(=O)c1ccc(NC(=O)CN2C(=O)COc3ccc(S(=O)(=O)N4CCCC4)cc32)cc1	i	i
COc1cc(NC(=O)CN2C(=O)NC(C)(c3ccccc3)C2=O)c(C)cc1[N+](=O)[O-] (centres undefined)	i	i
O=C(CN1CCCC1)Nc1ccc(Oc2ccc(NC(=O)CN3CCCC3)cc2)cc1	i	i
COc1ccc(C(=O)NCc2nnc(SCC(=O)Nc3cc(Cl)ccc3OC)o2)cc1	i	i
Clc1ccc(-n2ncc3c(NCc4ccco4)ncnc32)cc1	i	i
COC(=O)c1cccc(NC(=O)CSc2nnc(COc3ccccc3)n2C)c1	i	i
COc1cc(NS(=O)(=O)c2ccc(N/C=C\C(=O)c3ccc(OC)c(OC)c3)cc2)nc(OC)n1	i	i
COc1ccc(CNC(=O)C2CCN(c3nnc(N4CCCC4=O)s3)CC2)cc1	i	i
CC(=O)Nc1nc(C)c(-c2csc(Nc3cccc([N+](=O)[O-])c3)n2)s1	i	i
O=C(NCc1ccc(Cl)s1)c1cc(COc2c(F)cccc2F)on1	i	i
Cc1ccc(C)c(C2=CSC3=NS(=O)(=O)CCN23)c1	i	i
CC(=O)Nc1ccc(OCCC[n+]2ccccc2)cc1	i	i
Cc1ccc(N/N=C(\C#N)C(=N)N2CCCCC2)cc1	i	i
CNc1ccccc1C(=O)OCC(=O)c1ccccc1	i	i
(next part)
SMILES	CHT inh	CHT allo act
CCOC(=O)N1CCN(c2ncc(C(F)(F)F)cc2Cl)CC1	i	i
CCCNC(=O)C1CCN(S(=O)(=O)c2ccc3[nH]c(=O)ccc3c2)CC1	i	i
CCNC(=O)NC(=O)C(C)OC(=O)Cc1coc2cc3c(cc12)CCC3 (centres undefined)	i	i
CCN1CCN(c2nc3sc4c(c3c(=O)n2-c2ccc(OC)cc2)CCCCC4)CC1	i	i
COc1ccc(-n2ccnc2SCC(=O)NCc2ccco2)c(OC)c1	i	i
CC(C)c1c(O)nc(SCC(=O)Nc2ccc3c(c2)CCC3)[nH]c1=O	i	i
COc1ccc(CN2C(=O)C(Cc3ccccc3)Nc3ncnc(N4CCc5ccccc5C4)c32)cc1 (centres undefined)	i	i
Cc1ccn2cc(-c3cccc(NC(=O)c4ccccc4)c3)nc2c1	i	i
CC(=O)N1CCc2cc(Br)cc(S(=O)(=O)N3CCC(C(=O)O)CC3)c21	i	i
Cc1c(N=C2NN=C(c3ccc(Cl)cc3)CS2)c(=O)n(-c2ccccc2)n1C	i	i
Cc1cc(/C=C(\C#N)C(=O)Nc2ccc(Cl)cc2)c(C)n1-c1ccc(N2CCOCC2)c([N+](=O)[O-])c1	i	i
O=C(Nc1ccccn1)C1CCN(S(=O)(=O)c2ccc(Cl)cc2)CC1	i	i
CCOc1ccc(NC(=O)CCN2CCN(C)CC2)cc1	i	i
COc1cc2c(cc1OC)C(C)N(C(C)=O)CC2 (centres undefined)	i	i
COc1ccc(OC)c(CCNC(=O)Cn2ccc3cc(S(=O)(=O)N4CCCC4)ccc32)c1	i	i
COc1ccc(CNC(=O)C(=O)NCCC2CCCCN2S(=O)(=O)c2ccccc2)cc1 (centres undefined)	i	i
CCOCCCNC(=O)c1cn(CC(C)C)c(=O)c2c1c1ccccc1n2C	i	i
CSCc1ccc(C(=O)NCc2ccccc2)cc1	i	i
CN(CCOc1ccccc1)CC(=O)Nc1cccc(C#N)c1	i	i
CC(=O)c1cccc(OCc2cc(C(=O)N3CCC(N4CCCCC4)CC3)no2)c1	i	i
Cc1ccc(C#N)c(SCc2ccccc2[N+](=O)[O-])n1	i	i
COc1cc(/C(C)=N/NC(=O)CSc2nc3ccccc3[nH]2)ccc1O	i	i
CCC(=O)Oc1ccc2c(C)cc(=O)oc2c1C	i	i
CCOC(=O)c1[nH]c2ccccc2c1NC(=O)CN(C)C	i	i
O=C(O)CCn1c(SCc2cccc3ccccc23)nc2ccccc21	i	i
(cont.)
SMILES	CHT inh	CHT allo act
C=CCOC(=O)C1=C[C@H](c2ccccc2)[C@@H](CCCO)[C@H](OCC)O1	i	i
O=C(O)/C=C\C(=O)Nc1ccc(N2CCN(c3ccc(Cl)c(Cl)c3)CC2)cc1	i	i
Cc1[nH]c(=O)[nH]c(=O)c1NC(=O)c1cccs1	i	i
O=C(CN1C(=O)c2cccc3cccc1c23)N1CCN(c2cccc(Cl)c2)CC1	i	i
Cc1ccc(Nc2cc(C(=O)NCCCN3CCOCC3)c3ccccc3n2)cc1C	i	i
CC#CC[N+](C)(C)CCCCCCCCCCCC	i	i
COCCNC(=O)C/C(C)=N/NC(=O)C(=O)NC1CCCCC1	i	i
COc1cc(C(=O)Nc2nnc(C)s2)cc(OC)c1OC	i	i
C/C(=N\Nc1cc(C(F)(F)F)ccc1Cl)c1ccncc1	i	i
c1ccc(N=Nc2ccc3cccccc2-3)cc1	i	i
OC(CNCc1ccccc1F)(c1ccc(F)cc1)c1ccc(F)cc1	i	i
Cc1ccc(C(=O)NCCCNC(=O)c2ccco2)cn1	i	i
COc1ccccc1NC(=O)c1nnn(Cc2ccccc2)c1NC(C)=O	i	i
CN(C)c1cccc(/C=C(\C#N)c2ccccc2)c1	i	i
CCNC(=O)C(Sc1ccccc1)c1ccccc1 (centres undefined)	i	i
Cc1cccc(NC(=O)CSc2nc(-c3ccccc3)c(C#N)c(=O)[nH]2)c1C	i	i
Cc1cc(C)c2c(n1)SCC(=O)N2CC(=O)Nc1c(C)cccc1C	i	i
CN(C)Cc1c(O)ccc2[nH]cnc12	i	i
CCOc1ccc(-n2c(=O)c3c4c(sc3n(CC(=O)NCC3CCCO3)c2=O)CCC4)cc1 (centres undefined)	i	i
CC1CCCCN1S(=O)(=O)c1cccc2cccnc12 (centres undefined)	i	i
O=C(Cc1c(Cl)cccc1Cl)NC1=NCCS1	i	i
COC(=O)C1CC(Cl)CN1c1ncc(C(F)(F)F)cc1Cl (centres undefined)	i	i
CC(C)(C)c1cccc(Oc2nn[nH]n2)c1	i	i
O=C(NC12CC3CC(CC(C3)C1)C2)N1CCN(c2ccccn2)CC1	i	i
CCOC(=O)N1CCN(C(=S)NC2CCCC2)CC1	i	i

Reformatted: results already given.
canonical_smiles | CHT inh | CHT allo act
Cc1cccc(NC(=O)CSc2nc(-c3ccccc3)c(C#N)c(=O)[nH]2)c1C | i | i
Cc1cc(C)c2c(n1)SCC(=O)N2CC(=O)Nc1c(C)cccc1C | i | i
CN(C)Cc1c(O)ccc2[nH]cnc12 | i | i
CCOc1ccc(-n2c(=O)c3c4c(sc3n(CC(=O)NCC3CCCO3)c2=O)CCC4)cc1 (centres undefined) | i | i
CC1CCCCN1S(=O)(=O)c1cccc2cccnc12 (centres undefined) | i | i
O=C(Cc1c(Cl)cccc1Cl)NC1=NCCS1 | i | i

The results go on.
SMILES	CHT inh	CHT allo act
Cc1ccc(O)c(N=CC2=C(O)c3ccccc3C2=O)c1	i	i
Cn1c(CCNC(=O)c2cccs2)nnc1SCC(=O)Nc1nc(-c2ccccc2)cs1	i	i
Cc1ccc(S(=O)(=O)c2cccc(S(=O)(=O)N3CCOCC3)c2)cc1S(=O)(=O)N1CCOCC1	i	i
COCCC(=O)NC12CC3CC(CC(C3)C1)C2	i	i
Cc1ccc(OCC(=O)N(C)CC(=O)N(CC(C)C)c2c(N)n(CC(C)C)c(=O)[nH]c2=O)c(C)c1	i	i
O=C(Nc1cc(S(=O)(=O)N2CCCCC2)ccc1N1CCCCC1)C1CC1	i	i
CCC(=O)NC(Nc1sc2c(c1C(=O)OC)CCN(C)C2)(C(F)(F)F)C(F)(F)F	i	i
COC(=O)c1ccc(N(C(=O)CNC(=O)c2ccco2)C(C(=O)NCC2CCCO2)c2ccc(OC)c(OC)c2)cc1 (centres undefined)	i	i
CCOCCCNC(=O)C1CCCN(S(=O)(=O)CC)C1 (centres undefined)	i	i
CCCCC(=O)NC(Nc1nc(C2CC2)cs1)(C(=O)OCC)C(F)(F)F (centres undefined)	i	i
CCC(CC)C(=O)Nc1cccc(C(=O)c2ccccc2)c1	i	i
COCCCN1C(=O)c2[nH]nc(-c3ccccc3O)c2C1c1ccc(Cl)cc1 (centres undefined)	i	i
Cc1cccc(Nc2c([N+](=O)[O-])c(=O)oc3ccccc23)c1	i	i
COc1ccccc1C(=O)NC(CCSC)C(=O)OCC(=O)NC(=O)NCc1ccco1 (centres undefined)	i	i
Cc1cnc(SCCc2ccncc2)nc1C	i	i
O=C(Nc1ccc(NC(=O)c2cc3ccccc3o2)cc1)c1ccco1	i	i
Fc1ccc2c(c1)C(c1ccncc1)=NNC(c1ccc(Br)cc1)=N2	i	i
CC(=O)NC(Cc1ccccc1)C(=O)N1CCN(C(=O)c2ccco2)CC1 (centres undefined)	i	i
CCOc1cccc(C(=O)Nc2ccccc2OC(F)F)c1	i	i
COc1ccccc1/C=C/C1C(C(=O)OCC(C)C)=C(C)N=C2SCCC(=O)N21 (centres undefined)	i	i
COc1ccc2nc3c(cc2c1)c(NC(=O)c1cccs1)nn3CC(C)C	i	i
CC(C)Oc1ccccc1NC(=O)CSc1nc2ccccc2c(=O)n1C	i	i

Three entries from above, set out differently:
| smiles | CHT inh | CHT allo act |
| --- | --- | --- |
| COCCCN1C(=O)c2[nH]nc(-c3ccccc3O)c2C1c1ccc(Cl)cc1 (centres undefined) | i | i |
| CCOCCCNC(=O)C1CCCN(S(=O)(=O)CC)C1 (centres undefined) | i | i |
| COc1ccc2nc3c(cc2c1)c(NC(=O)c1cccs1)nn3CC(C)C | i | i |

Fetched by compound from the list above (2):
SMILES	CHT inh	CHT allo act
CCCCC(=O)NC(Nc1nc(C2CC2)cs1)(C(=O)OCC)C(F)(F)F (centres undefined)	i	i
COc1ccc2nc3c(cc2c1)c(NC(=O)c1cccs1)nn3CC(C)C	i	i

Compounds were not picked by outcome; any-hit rate near 1.5%.
